12-hLO inh: qHTS Assay for Inhibitors of 12-hLO (12-human lipoxygenase). AID 1452, 2008. 150,000 compounds, 0.12% hits. purified 12-hLO, xylenol orange hydroperoxide absorbance. Potency, µM (titrated, usually from 57.1 µM), inactives show at the top dose activity change, negative = inhibition, actives largely listed as inhibitors; also: potency is read from the fitted curve at half-maximal effect; nearly all actives have a fitted effect of over 55% in size; many of its hits are not listed in these tables
Target sequence (P18054 whole entry, looked up): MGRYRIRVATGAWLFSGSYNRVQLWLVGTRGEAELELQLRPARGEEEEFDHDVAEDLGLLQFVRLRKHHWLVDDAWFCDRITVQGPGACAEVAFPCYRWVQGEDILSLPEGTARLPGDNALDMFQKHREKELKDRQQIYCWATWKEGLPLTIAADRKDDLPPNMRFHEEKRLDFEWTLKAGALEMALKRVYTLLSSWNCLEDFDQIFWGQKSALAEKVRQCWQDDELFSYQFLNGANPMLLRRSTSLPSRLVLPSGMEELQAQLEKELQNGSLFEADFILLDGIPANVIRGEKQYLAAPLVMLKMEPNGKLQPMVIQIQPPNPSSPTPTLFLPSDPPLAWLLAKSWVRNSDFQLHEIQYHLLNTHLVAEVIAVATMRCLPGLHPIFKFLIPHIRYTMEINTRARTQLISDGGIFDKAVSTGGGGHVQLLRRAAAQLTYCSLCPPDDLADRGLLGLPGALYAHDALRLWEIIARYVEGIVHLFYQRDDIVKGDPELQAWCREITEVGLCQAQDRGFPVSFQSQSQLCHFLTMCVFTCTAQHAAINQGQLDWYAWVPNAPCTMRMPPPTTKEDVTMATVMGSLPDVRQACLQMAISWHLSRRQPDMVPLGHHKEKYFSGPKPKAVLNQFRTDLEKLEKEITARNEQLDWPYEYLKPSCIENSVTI
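Hydroperoxide output read as Fe(III)-xylenol orange absorbance, 573-to-405 nm ratio, after 30 min reaction with 40 uM arachidonic acid. Enzyme: 150 nM purified human 12hLO, 15 min compound preincubation; 25 mM Hepes pH 7.0, room temperature.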
IMPase inh: qHTS Assay for Identifying the Cell-Membrane Permeable IMPase Inhibitors; Inositol monophosphatase 1 (Rattus norvegicus), P97697; CHO-M1 cells, IP1 accumulation, HTRF TR-FRET ratio; inhibition (IP1 accumulation), % at 46.1 µM; 120,000 tested, under 10 active; AID 901, 2007; active = well fitted curve in the direction sought with a large enough effect in the signal ratio, not every such curve was filed as active; inconclusive = small, poorly fitted or top-dose-only effect, or a change in a side signal; inactive = no such curve, though single readings can be large or run the other way; the % refers to the signal ratio;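 also: cells stimulated with carbachol in lithium chloride buffer; plate controls were DMSO basal wells for no effect and reference inhibitor wells for full effect; higher means more IMPase inhibition seen as more IP1 and lower FRET ratio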
Target sequence (P97697 whole entry, looked up): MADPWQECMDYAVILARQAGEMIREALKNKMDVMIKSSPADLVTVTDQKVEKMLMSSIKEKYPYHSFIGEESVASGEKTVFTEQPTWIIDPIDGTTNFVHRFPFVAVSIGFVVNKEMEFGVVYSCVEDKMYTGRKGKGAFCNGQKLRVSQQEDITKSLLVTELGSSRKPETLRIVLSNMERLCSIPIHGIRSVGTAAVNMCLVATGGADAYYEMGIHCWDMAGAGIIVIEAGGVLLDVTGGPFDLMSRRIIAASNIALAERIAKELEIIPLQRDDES
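In this qHTS, compounds (final up to 46 uM) act on CHO-M1 cells that are then activated through the M1 receptor with carbachol, in pH 7.4 buffer containing 50 mM LiCl, for 30 min. IP1 accumulation is quantified by the IP-One immunoassay.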
PNC inhibitor: High Content Assay for Compounds that inhibit the Assembly of the Perinucleolar Compartment; PC3M PTB-GFP, PNC prevalence imaging, 16 h; active compounds read low; activity change (PNC), negative = inhibition, % at 10 µM; 140,000 compounds, 3.1% hits;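 active = readout at or below -70, meaning at least 70% loss of cells showing the perinucleolar compartment, a nuclear body marking cancer cells; inconclusive = readout between -30 and a set limit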;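 also: plate controls were DMSO wells for no effect and camptothecin positive control wells for full effect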
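Compounds are pinned in duplicate onto adhered PC3M cells stably expressing GFP-tagged PTB and incubated 16 h at 37 C. Cells are then fixed, nuclei stained with Hoechst, and PNC-positive cells counted.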
15-hLO-2 inh: qHTS Assay for Inhibitors of 15-hLO-2 (15-human lipoxygenase 2). purified 15hLO-2, xylenol orange hydroperoxide absorbance. Potency, µM (top dose mostly 57.1 µM), for the others: at the highest dose activity change, negative = inhibition, hits mostly inhibitors. 110,000 compounds, 0.56% hits; also: potency is read from the fitted curve at half-maximal effect; nearly all actives have a fitted effect of over 60% in size; many of its hits are not listed in these tables
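Purified human 15hLO-2 (50 nM final) preincubated with compounds 15 min at room temperature in 25 mM Hepes pH 7.5, 0.01% Triton X-100, then 45 uM arachidonic acid added for 90 min; hydroperoxide detected via ferrous/xylenol orange, 573/405 nm absorbance ratio.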
* marks the source's active call; other numbers are inactive results; ? = inconclusive; / = no result given; & = joins results of further samples; [ ] = another dose, or the depositor's remark. Unless noted, calls follow the shape of the dose curve; as a rule, active = well fitted curve in the direction sought with a large enough effect; inconclusive = small, poorly fitted or top-dose-only effect, or another doubt; inactive = no such curve, though single readings can be large; an effect the other way counts as inactive or inconclusive. Unless noted, % is scaled to controls: 0 for no effect and ±100 for the full control effect.

item | SMILES | 12-hLO inh | IMPase inh | PNC inhibitor | 15-hLO-2 inh
1 | Cc1ccc(NC(=S)N=Nc2c(O)n(C)c3ccc(S(=O)(=O)N4CCOCC4)cc23)cc1 | -1% | 9 | -12 | /
2 | Cc1ccc(S(=O)(=O)N(C)Cc2ccc(-c3nnco3)cc2)cc1 | 0% | 5 | 64 | 2%
3 | C=CCc1ccccc1OCC(O)CNC (stereo unspecified) | 5% | 3 | 23 | 10%
4 | CCOC(=O)N1CCN(C(=O)CCC(=O)N2CCOc3ccc(C)cc32)CC1 | -11% | 1 | -2 | -6%
5 | CCOC(=O)C1=C(C)NC(=O)NC1c1c(OCC(=O)N2CCCCC2)ccc2ccccc12 (stereo unspecified) | -1% | 1 | -24 | -5%
6 | COCCN1C=C(C(=O)OC)C(c2cc3c(cc2Br)OCO3)C(C(=O)OC)=C1 | -9% | -14 | 47 | -7%
7 | CC(C)NC(=O)[C@@H]1C[C@@]1(C)[C@@H](NC(=O)OCc1ccccc1)c1ccccc1 | -7%&-4% | / | 5 | 3%
8 | O=C(O)CCCNS(=O)(=O)Cc1ccccc1 | 2% | / | ? | /

(next part)
item | SMILES | 12-hLO inh | IMPase inh | PNC inhibitor | 15-hLO-2 inh
9 | CC(CN1CCOCC1)OC(=O)COc1ccc(F)cc1 (stereo unspecified) | 1% | 3 | ? | 9%
10 | CCn1c(CSCc2ccc(F)cc2)nnc1SCC(=O)N1CCN(c2ccccc2)CC1 | -9% | 12 | 7 | 8%
11 | O=C(CSc1c[nH]c2ccccc12)N1CCOCC1 | -1% | 2 | 20 | -6%
12 | Cc1ccc2nc(N/C(N)=N/S(=O)(=O)c3ccc([N+](=O)[O-])cc3)nc(C)c2c1 | -2% | / | 8 | /
13 | CCOCCCNC(=O)c1c(N)n(-c2ccc(S(N)(=O)=O)cc2)c2nc3ccccc3nc12 | 2% | -16 | ? | 0%
14 | O=C(Oc1ccc2ccc(OC(=O)N3CCCCCC3)cc2c1)N1CCCCCC1 | 0% | / | ? | /
15 | FC(F)(F)c1cc(-c2ccco2)nc(NCCc2ccccc2)n1 | -2% | 12 | 14 | 14%
16 | COc1ccc(C(=O)Cc2ccc(F)cc2)c(OC)c1 | -2% | / | ? | /

Continued.
item | SMILES | 12-hLO inh | IMPase inh | PNC inhibitor | 15-hLO-2 inh
17 | C/C(=N\NC(=S)NCCc1ccccc1)c1cccs1 | 4µM* | / | 5 | /
18 | COc1ccccc1NC(=O)CSc1nnc(COc2ccc(Cl)cc2)n1Cc1ccco1 | -30% | 0 | 64 | -6%
19 | COc1ccc(-c2cc(-c3cccs3)nc(OC)c2C#N)cc1OC | -2% | -10 | -13 | /
20 | Clc1ccc(-c2c[n+](Cc3ccc(Cl)c(Cl)c3)c3n2CCC3)cc1 | -2% | 15 | 29 | /
21 | COc1ccc(-n2nnc3c(SCC(=O)Nc4ccc5c(c4)OCCO5)ncnc32)cc1 | -3% | -10 | -83* | ?
22 | Cc1nn(CC(=O)Nc2ccc(C(=O)N3CCCCC3)cc2)c(=O)c2ccccc12 | -1% | -4 | -17 | -6%
23 | COc1cc2c3c(c1)C1(C(=O)N3C(C)(C)C=C2C)C(C#N)=C(N)Oc2cc(C)oc(=O)c21 (stereo unspecified) | -15% | 13 | -28 | 4%
24 | CC1(C)CC(NC(=O)c2ccccc2Cl)CC(C)(C)N1 | -5% | 7 | 21 | 7%

More results
item | SMILES | 12-hLO inh | IMPase inh | PNC inhibitor | 15-hLO-2 inh
25 | CCOC(=O)c1nn(-c2ccccc2F)c(C)c1C(C)=O | -3% | ? | 157 | -2%
26 | CCCC(=O)Nc1ccccc1NC(=O)c1cc(OC)c(OC)c(OC)c1 | 8% | 0 | 23 | -7%
27 | COc1ccc(OC)c(NC(=O)C2CC(=O)N(c3ccccc3)C2)c1 (stereo unspecified) | -4% | 0 | ? | -6%
28 | Cc1cc(Nc2cccc(Cl)n2)n(-c2ccccc2)n1 | 1% | 6 | -15 | /
29 | CC(C)c1nccn1CCC(=O)O | 2% | 1 | -21 | 0%
30 | Nc1ccccc1SCc1csc(-c2ccc(Cl)cc2)n1 | 2%[11.4 µM] | / | / | -7%[11.4 µM]
31 | COC(=O)c1cccc(NC(=O)NC2CCCN2S(=O)(=O)c2ccc(Cl)cc2)c1 (stereo unspecified) | -17% | -4 | 9 | 1%
32 | COc1ccc(/C=N\NC(=O)CCc2c(C)n[nH]c2C)c(OC)c1OC | 1% | / | -19 | /

(further entries)
item | SMILES | 12-hLO inh | IMPase inh | PNC inhibitor | 15-hLO-2 inh
33 | O=C(c1ccco1)N1CCN(C(=O)C(Cc2ccccc2)NS(=O)(=O)c2cccs2)CC1 (stereo unspecified) | -4% | -4 | 33 | -19%
34 | CC(C)Cc1cc(C(=O)Nc2sc3c(c2C#N)CCC3)no1 | 0% | -5 | 11 | -12%
35 | Cc1nnc2sc(-c3ccc(-c4ccc(Cl)c(C(F)(F)F)c4)o3)nn12 | -2% | -5 | 39 | 7%
36 | O=C(OCC#CCSc1nnc(-c2ccccc2)o1)c1cccs1 | 14% | 16 | 25 | -13%
37 | O=C(Cn1cc([N+](=O)[O-])cn1)NCC1CCCO1 (stereo unspecified) | -2% | / | 15 | /
38 | CC(C)(CNC(=O)c1ccc([N+](=O)[O-])c(Cl)c1)CNC(=O)c1ccc([N+](=O)[O-])c(Cl)c1 | -25% | 1 | 16 | 6%
39 | Cc1cc(C)n2nc(SCc3ncc(-c4ccccc4)o3)nc2n1 | 0% | 3 | 2 | -3%
40 | Cc1ccc(C(=O)COC(=O)c2n[nH]c(=O)c3ccccc23)cc1 | 4% | 14 | 5 | 0%

Remaining list, next part.
item | SMILES | 12-hLO inh | IMPase inh | PNC inhibitor | 15-hLO-2 inh
41 | CCN1CCc2nc(NC(=O)c3ccc4c(c3)OCCO4)sc2C1 | 11% | 5 | 26 | 31%[activator]
42 | CC(=O)c1ccc(NC(=O)CCCN2C(=O)/C(=C/C(C)=C/c3ccccc3)SC2=S)cc1 | 4% | 13 | ? | /
43 | COC(=O)C[C@](O)(CCCC(C)(C)O)C(=O)O[C@@H]1C(OC)=C[C@]23CCCN2CCc2cc4c(cc2[C@H]13)OCO4 | 1% | 6 | / | 16%
44 | CC1CC(c2ccccc2)n2nc(NC(=O)CCc3ccccc3)nc2N1 (stereo unspecified) | 0% | 2 | 33 | 35%[activator]
45 | CC(C)CC(=O)NC(=S)Nc1nc(-c2cccc3ccccc23)cs1 | -11% | 2 | 5 | -4%
46 | CCN1CCCC1CNC(=O)CCNC(=O)c1cc(OC)c(OC)c(OC)c1 (stereo unspecified) | -2% | -1 | 40 | 5%
47 | COc1cc(/C=N/n2cnnc2)ccc1OCC(=O)N1CCOCC1 | -2% | / | 3 | /
48 | CCSc1c(-c2ccccc2)nc2c(C)cccc2c1C(=O)O | -4% | -14 | -2 | 4%

The results go on.
item | SMILES | 12-hLO inh | IMPase inh | PNC inhibitor | 15-hLO-2 inh
49 | COc1ccc(C2C3=C(CCCC3=O)Nc3nc(C(F)(F)F)nn32)c(OC)c1OC (stereo unspecified) | -6% | 6 | -88* | -1%
50 | Cn1cccc1Cc1nnc(SCC(=O)NC2CCCC2)n1-c1ccc(F)cc1 | -4% | -2 | 2 | -1%
51 | COc1cc(Cl)c(C)cc1NC(=O)[C@@H]1CCCN1C(=O)c1cccs1 | 3% | 1 | ? | /
52 | CS(=O)(=O)N(CC(=O)N/N=C/c1cccs1)c1cccc(Cl)c1Cl | -2% | 7 | 10 | -1%
53 | CCNc1ccc(C(=O)OCC(=O)N2c3ccccc3NC(=O)C2(C)C)cc1[N+](=O)[O-] | -4% | / | -112* | /
54 | O=C(NC1CCCCC1)N1CCCCCC1 | -3% | 7 | -14 | 0%
55 | CC1(C)CC2CC(C)(CN2C(=S)NC(=O)c2ccccc2Cl)C1 (stereo unspecified) | -8% | -2 | 51 | /
56 | O=C(O)[C@H]1CC=CC[C@@H]1C(=O)Nc1cccc(O)c1 | 6%[11.4 µM] | / | / | 4%[11.4 µM]

(continued)
item | SMILES | 12-hLO inh | IMPase inh | PNC inhibitor | 15-hLO-2 inh
57 | CCOc1ccc(-c2nnc(SCC(=O)N3CCOCC3)o2)cc1 | -1% | 0 | ? | 0%
58 | c1ccc(-c2nnc3n2NC(c2ccc4c(c2)OCO4)S3)cc1 (stereo unspecified) | -13% | -5 | -16 | 5%[2.29 µM]
59 | S=c1nc(-c2ccccc2)oc2c1CCCC2 | 2% | 3 | -4 | -3%
60 | CCN(CC)S(=O)(=O)c1cc(C(=O)NC2=NCCS2)ccc1Cl | -2% | -4 | 9 | 7%
61 | COc1cc(OC)cc(C(=O)Nc2ccccc2N2CCOCC2)c1 | 4% | -4 | 29 | -2%
62 | CCC(C)(C)n1nnnc1CN(Cc1ccc(Cl)cc1)Cc1ccco1 | -14% | 11 | ? | -3%
63 | COc1ccc(N2C(N)=C(C#N)C(c3ccsc3)C3=C2CCCC3=O)c(OC)c1 (stereo unspecified) | -9% | / | -109* | /
64 | O=C(OC(C(=O)NC1CCCC1)c1ccccn1)c1cccs1 (stereo unspecified) | 5% | 2 | 26 | 0%

Compounds 59 through 64, quoted:
item | SMILES | 12-hLO inh | IMPase inh | PNC inhibitor | 15-hLO-2 inh
59 | S=c1nc(-c2ccccc2)oc2c1CCCC2 | 2% | 3 | -4 | -3%
60 | CCN(CC)S(=O)(=O)c1cc(C(=O)NC2=NCCS2)ccc1Cl | -2% | -4 | 9 | 7%
61 | COc1cc(OC)cc(C(=O)Nc2ccccc2N2CCOCC2)c1 | 4% | -4 | 29 | -2%
62 | CCC(C)(C)n1nnnc1CN(Cc1ccc(Cl)cc1)Cc1ccco1 | -14% | 11 | ? | -3%
63 | COc1ccc(N2C(N)=C(C#N)C(c3ccsc3)C3=C2CCCC3=O)c(OC)c1 (stereo unspecified) | -9% | / | -109* | /
64 | O=C(OC(C(=O)NC1CCCC1)c1ccccn1)c1cccs1 (stereo unspecified) | 5% | 2 | 26 | 0%

Later entries:
item | SMILES | 12-hLO inh | IMPase inh | PNC inhibitor | 15-hLO-2 inh
65 | O=C(CCn1c(=O)[nH]c2ccsc2c1=O)Nc1ccc(F)c(F)c1 | 1% | 3 | 42 | -2%
66 | C=CCc1cccc2cc(C(=O)Nc3ccc(F)cc3)c(=O)oc12 | 1% | / | 13 | /
67 | CC1(C)C2CCC1(C)C(OC(=O)CSc1nc(N)cc(=O)[nH]1)C2 (stereo unspecified) | -1% | 1 | -5 | 5%
68 | CC1Cc2ccccc2N1C(=O)CSc1nnnn1C1CCCC1 (stereo unspecified) | 4% | 4 | ? | -21%
69 | N/C(=N\OC(=O)c1ccc(Cl)c(Cl)c1)c1cccnc1 | -4% | 3 | 37 | 3%
70 | CCCCC(CC)C(=O)NCCCN1CCN(CCCNC(=O)C(CC)CCCC)CC1 (stereo unspecified) | -4% | 1 | -28 | 4%
71 | CC(CSc1nc2ccccc2s1)Cn1c(N2CCCC2)nc2c1c(=O)[nH]c(=O)n2C (stereo unspecified) | 3% | 13 | -10 | -10%
72 | CCCCC(CC)CN1CN(CC(CC)CCCC)CC(C)(N)C1 (stereo unspecified) | 3% | / | / | 11%

The list goes on.
item | SMILES | 12-hLO inh | IMPase inh | PNC inhibitor | 15-hLO-2 inh
73 | O=C(Cn1cccc1C(=O)c1ccccc1)NCc1ccccn1 | 3% | 1 | -28 | 0%
74 | O=C(CCn1c(=S)oc2ccccc21)Nc1ccc2c(c1)OCCO2 | -2% | 4 | ? | 1%
75 | CCOC(=O)c1oc2ccccc2c1NC(=O)c1cccs1 | 4% | 5 | 5 | /
76 | CC(=O)N1CCc2cc(S(=O)(=O)Nc3ccccc3N3CCN(C)CC3)ccc21 | 4% | 5 | -3 | 20%
77 | CCOc1cc(/C=N/NC(=O)c2nn(C)cc2Br)ccc1OCc1ccccc1Cl | -2% | / | -112* | /

Only part of the results is shown (hit frequency here may not be typical).
